Screens as filed in PubChem BioAssay.
XiGFP reactiv: reactivates the inactive X chromosome in mouse fibroblasts; XiGFP mouse fibroblasts, % GFP-positive cells imaging, 3 d; cells co-treated with 5-aza-dC sensitizer; scaled so ellipticine positive control = 100%; activation, % at 7.58 µM; 0.055% of 360,000 active; AID 743238;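 active = mean normalized replicate activation at least 10% and every replicate at or above 10%; inconclusive = only one of the two criteria met; inactive = mean below 10% and not all replicates reach 10%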;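 note: 0% = median of on-plate neutral control wells and 100% = ellipticine 6 µM median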
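Material: XiGFP fibroblasts, SV40-immortalized. Buffer or medium: DMEM plus 5-aza-dC sensitizer. Compound: single concentration per compound, delivered by pin transfer. Times: 3 days compound exposure. Controls: ellipticine 6 µM.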
ERAP1 HTS inh: blocks human ERAP1 aminopeptidase activity; Q9NZ08; recombinant ERAP1, Leu-AMC fluorescence, 60 min; inhibition, % at 10.7 µM; 0.15% of 340,000 active; AID 652197;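 active = mean replicate inhibition of at least 30%, or all replicates individually reaching that 30% level; inactive = mean below 30% and not every replicate reaching it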;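 note: 0% = neutral control wells and 100% = L-leucinethiol positive control wells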
Cneo AK release: causes C. neoformans cell lysis; adenylate kinase release luminescence, 4 h; normalised: neutral wells 0, clomiphene wells 100; lysis activity, % at 15 µM; 0.2% of 360,000 active; AID 651654;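 active = mean lysis activity across replicates of at least 80%, whatever share of replicates individually reach that level; inactive = mean lysis activity below 80%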
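Assay system: log-phase C. neoformans yeast / Quantity: yeast cell density of 5 × 10^6 cells/mL / Medium: fresh YPD growth medium / Compound: single dose / Timing: static 4 h at 37 °C with compound, 1 h detection / Measured by: adenylate kinase release luminescence / Read-out: lysis from increased AK signal / Benchmarks: Clomiphene as positive lysis control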
SIRT5 block: sirtuin-5 (human) deacylase inhibition; Q9NXA8; Purified SirT5, succinyl-peptide AMC, trypsin-coupled fluorescence; inhibition, % at 15 µM; 1.1% of 330,000 active; AID 652115; in the data active = inhibition above about 15%; inconclusive = no clear call, values can overlap the other calls
Target sequence (Q9NXA8 whole entry, looked up): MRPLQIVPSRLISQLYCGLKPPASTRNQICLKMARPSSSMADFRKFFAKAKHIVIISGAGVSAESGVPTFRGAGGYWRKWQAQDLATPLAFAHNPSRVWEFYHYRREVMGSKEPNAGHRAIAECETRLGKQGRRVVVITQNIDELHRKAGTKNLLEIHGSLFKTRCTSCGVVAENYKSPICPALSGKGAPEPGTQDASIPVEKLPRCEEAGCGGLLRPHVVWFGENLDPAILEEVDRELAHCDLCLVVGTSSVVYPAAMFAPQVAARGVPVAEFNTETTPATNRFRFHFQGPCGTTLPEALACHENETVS
LGR2 antag: inhibitors of bursicon-induced Drosophila LGR2 receptor cAMP signaling; 0.35% of 380,000 active; HEK293 LGR2, CRE-luciferase, bursicon-stimulated, 4 h; inhibition, % at 9.99 µM;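 active = drop in luminescence signal, shown as inhibition above about 50% in the replicate tests, limit read from the data, passing the limit was not always enough; inconclusive = probably only some replicates passing the limit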;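 note: agonist challenge used bursicon conditioned medium at about half maximal strength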
PGC1a acetyl inh: lowers PGC1a acetylation signal in U2OS cells; AlphaScreen anti-acetyl-lysine; with virally co-expressed GCN5 acetyltransferase; inhibition, % at 15.6 µM; 0.17% of 350,000 active;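 active = every replicate shows inhibition of at least 40%; inconclusive = mean inhibition at least 40% but some replicate below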;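 note: 0% = neutral control wells and 100% = positive control wells; some results beyond the cut were filed as inactive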
C2C12 statin: protects C2C12 myotubes from simvastatin toxicity | 0.78% of 330,000 active | ATP luminescence, 48 h; scaled: DMSO 0, geranylgeraniol control 100 | rescue of ATP level, % at 7.49 µM;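 active = mean ATP rescue above about 67%, or every replicate alone reaching that limit, limit read from the data, passing the limit was not always enough; inconclusive = no clear call, values can overlap the other calls; inactive = mean under the limit and some replicate under it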;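 note: myotubes were challenged with 10 µM simvastatin during compound exposure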
S100A4 MyoIIA: blocks human S100A4 binding to myosin IIA peptide. 0.14% of 360,000 active. inhibition, % at 10.7 µM. S100A4/TAMRA-MyoIIA peptide fluorescence polarization. AID 652163. P26447;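 active = mean inhibition of at least 70% across replicates, with every replicate also reaching that level; inconclusive = mean inhibition reaches 70% but some replicates fall short; inactive = mean inhibition below 70%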
Target sequence (P26447 whole entry, looked up): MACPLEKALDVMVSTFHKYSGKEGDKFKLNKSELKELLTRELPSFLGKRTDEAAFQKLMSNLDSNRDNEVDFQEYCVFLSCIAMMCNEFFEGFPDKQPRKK
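Material: S100A4 monomer protein | Medium: HEPES pH 7.2 with CaCl2, KCl, NaCl, DTT, Triton | Reagent: Labelled myosin peptide probe, 5 nM | Doses: One dose per compound | Times: 5 min incubation before reading | Benchmarks: Neutral control DMSO, positive control TFP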
* hit, by the source's call. Not all compounds are listed, so the mix of outcomes need not match the whole.

For CN(C(=O)COC(=O)Cc1c(Cl)cccc1Cl)c1c(N)n(Cc2ccccc2)c(=O)[nH]c1=O the results were XiGFP reactiv 0.3, ERAP1 HTS inh 1, Cneo AK release 9, SIRT5 block -3, LGR2 antag 2, C2C12 statin 6 and S100A4 MyoIIA -7.
Screening O=C(COc1ccccc1Cl)N1CCCCCCC1 returned XiGFP reactiv -0.1, ERAP1 HTS inh 0, Cneo AK release -1, LGR2 antag 19, PGC1a acetyl inh 0, C2C12 statin -9 and S100A4 MyoIIA -4.
COc1ccccc1Oc1ccc(S(=O)(=O)N2CCN(C)CC2)cc1 was read as XiGFP reactiv -0.1, ERAP1 HTS inh 3, SIRT5 block -2, LGR2 antag 9, PGC1a acetyl inh -6 and S100A4 MyoIIA 1.
Screening C=CC[C@]1(C(=O)NCc2ccccc2)COC(c2ccc(OCCCO)cc2)=N1 returned ERAP1 HTS inh -2, Cneo AK release 5, SIRT5 block -1, PGC1a acetyl inh -12 and S100A4 MyoIIA 3.
CC(=O)N[C@@H]1CC[C@H](CCNC(=O)C2CCCC2)O[C@@H]1CO was read as XiGFP reactiv -0.1, ERAP1 HTS inh -2, Cneo AK release -2, SIRT5 block 3, LGR2 antag -1, PGC1a acetyl inh -3, C2C12 statin 1 and S100A4 MyoIIA 2.
`COC(=O)C[C@H]1CC[C@@H]2[C@H](COc3ccc(NC(=O)Nc4cccc(C)c4)cc3C(=O)N2C)O1` gave XiGFP reactiv 0.3, ERAP1 HTS inh -2, Cneo AK release -3, SIRT5 block 6, LGR2 antag -7, PGC1a acetyl inh -8, C2C12 statin 15 and S100A4 MyoIIA -4.
For CCS(=O)(=O)Nc1ccc2c(c1)C(=O)N(C)C[C@@H](OC)[C@H](C)CN(C(=O)COC)[C@H](C)CO2 the results were XiGFP reactiv 0.1, ERAP1 HTS inh 1, Cneo AK release -56, SIRT5 block 4, LGR2 antag -2, PGC1a acetyl inh 0, C2C12 statin 1 and S100A4 MyoIIA 11.
For CN(C)/C=N/c1sc2c(c1C#N)CCCCC2 the results were XiGFP reactiv 0.2, ERAP1 HTS inh 3, Cneo AK release -4, SIRT5 block -3, LGR2 antag -7, PGC1a acetyl inh 5, C2C12 statin 2 and S100A4 MyoIIA 2.
CN(C)c1ccc(C(O)P(=O)(OCc2ccccc2)c2ccc(N(C)C)cc2)cc1 (stereo unspecified) was read as XiGFP reactiv 0.0, Cneo AK release 4, SIRT5 block 14, LGR2 antag -2, PGC1a acetyl inh -18 and S100A4 MyoIIA -1.
For O=C(COC(=O)c1ccncc1)Nc1ccccc1 the results were XiGFP reactiv 0.0, ERAP1 HTS inh -1, SIRT5 block -3, LGR2 antag -30, PGC1a acetyl inh 4 and S100A4 MyoIIA 1.
C[C@H](CO)N1C[C@H](C)[C@H](CN(C)S(C)(=O)=O)Oc2ccc(NC(=O)Cn3cnnn3)cc2CC1=O was read as XiGFP reactiv 0.1, Cneo AK release 41, LGR2 antag 21, PGC1a acetyl inh 4 and C2C12 statin -50.
`CNC[C@H]1Oc2ccc(NC(=O)NC(C)C)cc2CC(=O)N([C@H](C)CO)C[C@@H]1C` gave XiGFP reactiv -0.6, ERAP1 HTS inh 1, Cneo AK release -3, SIRT5 block -4, LGR2 antag -12, PGC1a acetyl inh 8, C2C12 statin 5 and S100A4 MyoIIA -2.
`COc1ccc(C)cc1-n1nnnc1SCC(=O)NC1CCCC1` gave XiGFP reactiv -0.1, ERAP1 HTS inh 0, Cneo AK release 1, SIRT5 block -5, LGR2 antag 8, C2C12 statin 12 and S100A4 MyoIIA 1.
For COc1cccc(NC(=O)CCN2C(=O)c3ccccc3Sc3ncccc32)c1 the results were XiGFP reactiv 0.0, ERAP1 HTS inh 1, Cneo AK release 0, SIRT5 block 1, LGR2 antag 7, PGC1a acetyl inh 2, C2C12 statin 3 and S100A4 MyoIIA 0.
For Cc1cc2oc3ccc(NCCCn4ccnc4)cc3c(=O)c2cc1C the results were XiGFP reactiv inconclusive, Cneo AK release 2, LGR2 antag -47 and C2C12 statin -4.
For S=C(NCc1cccnc1)Nc1ccc(Oc2ccccc2)cc1 the results were XiGFP reactiv 0.1, ERAP1 HTS inh 0, SIRT5 block 6, LGR2 antag 9, PGC1a acetyl inh -16 and S100A4 MyoIIA -1.
For C/C(=N\NC(=O)c1ccncc1)c1ccc(NC(=O)c2ccc(Cl)cc2)cc1 the results were XiGFP reactiv 0.2, ERAP1 HTS inh 2, Cneo AK release -7, SIRT5 block 1, LGR2 antag -40, PGC1a acetyl inh 6, C2C12 statin 12 and S100A4 MyoIIA 3.
`COc1cc(NC(=S)NC2CC2)c(OC)cc1Cl` gave XiGFP reactiv 0.0, ERAP1 HTS inh -1, Cneo AK release 0, SIRT5 block -3, LGR2 antag 0, C2C12 statin -1 and S100A4 MyoIIA 0.
`Cc1ccc(C(=O)NC2CC3CCCC(C2)N3Cc2ccccc2)cc1` (stereo unspecified) gave XiGFP reactiv 0.0, ERAP1 HTS inh 0, Cneo AK release 0, SIRT5 block -3, LGR2 antag 15, PGC1a acetyl inh -3, C2C12 statin -6 and S100A4 MyoIIA 1.
For COc1ccc(NC(=O)c2nc[nH]c2C(=O)N2CCN(C(=O)OC(C)(C)C)CC2)cc1 the results were XiGFP reactiv 0.0, ERAP1 HTS inh 1, Cneo AK release 2, SIRT5 block -4, PGC1a acetyl inh 5, C2C12 statin 0 and S100A4 MyoIIA -34.
`COCCCn1nnnc1SCC(=O)N1c2ccccc2CC1C` (stereo unspecified) gave XiGFP reactiv 0.0, ERAP1 HTS inh -1, SIRT5 block 1, LGR2 antag -19, PGC1a acetyl inh 9 and S100A4 MyoIIA 16.
CSc1cccc(NC(=O)N2CCN(C)CC2)c1 was read as XiGFP reactiv 0.0, ERAP1 HTS inh 2, Cneo AK release -2, SIRT5 block -5, LGR2 antag -6, PGC1a acetyl inh -5, C2C12 statin 4 and S100A4 MyoIIA 17.
For S=c1[nH]cnc2sc(Nc3ccccc3)nc12 the results were XiGFP reactiv 0.1, ERAP1 HTS inh 1, Cneo AK release 7, SIRT5 block 1, LGR2 antag -21, C2C12 statin 22 and S100A4 MyoIIA -24.
`CCOC(=O)C1=C(C(=O)OCC)C2N(Cc3ccc(C#N)cc3)c3ccccc3[C@@]23C[C@@H](C(=O)OC)N(S(=O)(=O)c2c(C)noc2C)C3=N1` (stereo partly specified) gave XiGFP reactiv 0.2, ERAP1 HTS inh -4, LGR2 antag 0 and S100A4 MyoIIA -1.
For Cc1ccc(NC(=O)CSCC(=O)NCCc2ccccn2)c(C)c1 the results were XiGFP reactiv 0.3, ERAP1 HTS inh -5, SIRT5 block 2, LGR2 antag -2, PGC1a acetyl inh -5 and S100A4 MyoIIA 0.
Screening COc1ccc(NC(=O)Nc2ccc3c(c2)C(=O)N([C@@H](C)CO)C[C@H](C)[C@@H](CN(C)S(=O)(=O)c2cccs2)OCCCC[C@H](C)O3)cc1 returned XiGFP reactiv -1.2, ERAP1 HTS inh 2, Cneo AK release -2, SIRT5 block -6, LGR2 antag -3, PGC1a acetyl inh 16 and S100A4 MyoIIA 49.
Screening COC(=O)Cn1cnc2c(cnn2-c2ccccc2)c1=O returned XiGFP reactiv -0.1, ERAP1 HTS inh -2, SIRT5 block -1, LGR2 antag 10 and S100A4 MyoIIA -5.
COc1ccc(C(=O)NC(C)Cn2nc(C)cc2C)cc1OC1CCN(C(C)=O)CC1 (stereo unspecified) was read as XiGFP reactiv 0.2, ERAP1 HTS inh -3, Cneo AK release 0, SIRT5 block -2, LGR2 antag -16, PGC1a acetyl inh 0, C2C12 statin -3 and S100A4 MyoIIA -4.
Screening CO[C@H]1CN(C)C(=O)c2ccc(NC(=O)NC(C)C)cc2OC[C@H](C)N(S(C)(=O)=O)C[C@H]1C returned XiGFP reactiv 0.0, ERAP1 HTS inh 1, SIRT5 block -4, LGR2 antag 2, PGC1a acetyl inh 3 and S100A4 MyoIIA 2.
`O=C(CN(Cc1ccccc1)S(=O)(=O)c1ccccc1)N/N=C/c1ccccc1C(=O)O` gave XiGFP reactiv 0.1, ERAP1 HTS inh -5, Cneo AK release -2, SIRT5 block 1, LGR2 antag 5, PGC1a acetyl inh 0, C2C12 statin 5 and S100A4 MyoIIA -3.
Screening CCCN1CCN(C(=O)c2ccc(Sc3ccc(C)cc3)c(NC(C)=O)c2)CC1 returned ERAP1 HTS inh 2, SIRT5 block 3, LGR2 antag -1, PGC1a acetyl inh -6, C2C12 statin 80* and S100A4 MyoIIA -2.
CCCC#Cc1ccc([C@H]2[C@H]3CN(C(=O)Nc4ccccc4)CC(=O)N3[C@H]2CO)cc1 was read as XiGFP reactiv -0.1, ERAP1 HTS inh -3, SIRT5 block 1, LGR2 antag -11, PGC1a acetyl inh -6 and S100A4 MyoIIA -6.
Screening C[C@H]1CN([C@@H](C)CO)C(=O)c2cc(C#Cc3ccc(F)cc3)cnc2O[C@@H]1CN(C)Cc1ccccn1 returned XiGFP reactiv 0.0, ERAP1 HTS inh 0, Cneo AK release 1, SIRT5 block -4, LGR2 antag 3, PGC1a acetyl inh 9 and S100A4 MyoIIA -27.
CO[C@@H]1CN(C)C(=O)c2ccc(NS(=O)(=O)c3cccc(F)c3)cc2OC[C@@H](C)NC[C@H]1C was read as XiGFP reactiv 0.0, ERAP1 HTS inh 1, Cneo AK release 0, SIRT5 block 7, LGR2 antag 7, PGC1a acetyl inh -7, C2C12 statin -16 and S100A4 MyoIIA 3.
For Cc1cccc2nc(-c3cccnc3)c(NCCC(C)C)n12 the results were XiGFP reactiv 0.0, ERAP1 HTS inh -4, SIRT5 block -7, LGR2 antag -44, PGC1a acetyl inh -5 and S100A4 MyoIIA -5.
For CC1CC(C)CN(CCC(=O)Nc2ccc3c(c2)CCC3)C1 (stereo unspecified) the results were XiGFP reactiv 0.0, ERAP1 HTS inh 9, SIRT5 block -2, LGR2 antag -7 and S100A4 MyoIIA -22.
For COc1cccc(CN(C(=O)COc2ccc(C)cc2)C2CCS(=O)(=O)C2)c1 (stereo unspecified) the results were XiGFP reactiv 0.1, ERAP1 HTS inh 6, Cneo AK release 5, SIRT5 block 0, LGR2 antag 4, PGC1a acetyl inh 6, C2C12 statin 21 and S100A4 MyoIIA -8.
For COc1ccc(/C=N/NC(=O)c2ccccc2)cc1OS(=O)(=O)c1ccccc1 the results were XiGFP reactiv 0.4, ERAP1 HTS inh -3, SIRT5 block -1, LGR2 antag 11 and S100A4 MyoIIA 12.
`CCN1CCN(C(=S)NC(=O)c2cccs2)CC1` gave XiGFP reactiv 0.0, ERAP1 HTS inh -1, Cneo AK release 3, SIRT5 block 1, LGR2 antag 6, PGC1a acetyl inh -1, C2C12 statin 10 and S100A4 MyoIIA -1.
`C[C@@H]1CN([C@H](C)CO)C(=O)c2cc(C#CCN(C)C)cnc2O[C@@H]1CN(C)Cc1ccncc1` gave XiGFP reactiv -1.0, ERAP1 HTS inh 2, Cneo AK release -1, SIRT5 block -1, LGR2 antag 2, PGC1a acetyl inh -11, C2C12 statin 5 and S100A4 MyoIIA 8.
